Bioassay records from PubChem.
ssDAF-12 act – S. stercoralis DAF-12 activation, primary screen | HEK293 ssDAF-12/GRIP1 lit1-tk-luc reporter, luminescence; % of 3 µM dafachronic acid response | activation, % at 6.8 µM | hit rate 1% among 370,000 | AID 652126;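 active = activation above the mean over all tested compounds plus 3 SD, cut at about 0.9% in these data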;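 note: 0% = DMSO-only wells and 100% = 3 µM delta7-dafachronic acid wells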
ADAM10 inh – inhibits human ADAM10; inhibition, % at 7 µM; recombinant ADAM10, EDANS/DABCYL FRET peptide cleavage, 3 h; hit rate 0.62% among 370,000; O14672; AID 720582;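 active = inhibition above a per-campaign cutoff equal to the mean of compounds falling between control-based bounds plus 3 SD, cut at about 20% in these data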;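 note: 0% = DMSO wells while the 100% control is not disclosed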
DAX1 inh-1 – inhibits human nuclear receptor DAX1; inhibition, % at 6.75 µM; AID 504766; HEK293 Gal4-DAX1 luciferase reporter, luminescence; P51843; hit rate 0.99% among 340,000;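 active = inhibition above the mean over all tested compounds plus 3 SD, cut at about 4.2% in these data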;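 note: 0% = DAX1-transfected cells with DMSO and 100% = empty-vector control cells with DMSO; inhibition shows as a rise in luminescence from relieved DAX1 repression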
PG9 binder – small molecules binding HIV-1 gp120 antibody PG9 | TR-FRET gp120-PG9 antibody binding | inhibition, % at 6.7 µM | hit rate 0.43% among 360,000 | AID 624416; in the data active = inhibition above about 8.5%
hcDAF12 agonist – activates DAF-12 receptor from parasite H. contortus | HEK293 hcDAF-12 lit1-tk-luc reporter, luminescence; 0% DMSO, 100% Δ7-dafachronic acid | activation, % at 6.8 µM | hit rate 1.4% among 370,000;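 active = activation above the mean of all tested compounds plus 3 SD, cut at about 5.5% in these data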;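 note: 100% = response to 3 µM Δ7-dafachronic acid high control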
FXN GAA850 act – increases GAA850 frataxin promoter reporter activity. HEK293 lucGAA850 FXN promoter luciferase reporter, 24 h; percent of 10 µM SAHA response. activation, % at 6 µM. hit rate 0.56% among 360,000. AID 540364;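 active = activation above the average of all compounds screened plus 3 SD, cutoff fixed separately per campaign, cut at about 7.5% in these data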;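 note: 0% = DMSO wells and 100% = 10 µM SAHA wells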
hgDAF12 agonist – agonists of H. glycines DAF-12 nuclear receptor; HEK293 GAL4-hgDAF12 UAS-luciferase reporter, agonist luminescence; normalized to butyrate control; AID 687014; hit rate 1.8% among 370,000; activation, % at 6.8 µM;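 active = activation above a cutoff set at the mean of all screened compounds plus 3 SD, cut at about 10% in these data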;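 note: 0% = DMSO wells and 100% = sodium butyrate wells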
GC-A act – GC-A (human) enzyme activation; HEK293 GC-A cells, cGMP TR-FRET, EC30 ANP; 0% at EC30 ANP, 100% saturating ANP; activation, % at 10 µM; hit rate 0.14% among 370,000; AID 1671463; in the data active = activation above about 40%
Target sequence (P16066 whole entry, looked up): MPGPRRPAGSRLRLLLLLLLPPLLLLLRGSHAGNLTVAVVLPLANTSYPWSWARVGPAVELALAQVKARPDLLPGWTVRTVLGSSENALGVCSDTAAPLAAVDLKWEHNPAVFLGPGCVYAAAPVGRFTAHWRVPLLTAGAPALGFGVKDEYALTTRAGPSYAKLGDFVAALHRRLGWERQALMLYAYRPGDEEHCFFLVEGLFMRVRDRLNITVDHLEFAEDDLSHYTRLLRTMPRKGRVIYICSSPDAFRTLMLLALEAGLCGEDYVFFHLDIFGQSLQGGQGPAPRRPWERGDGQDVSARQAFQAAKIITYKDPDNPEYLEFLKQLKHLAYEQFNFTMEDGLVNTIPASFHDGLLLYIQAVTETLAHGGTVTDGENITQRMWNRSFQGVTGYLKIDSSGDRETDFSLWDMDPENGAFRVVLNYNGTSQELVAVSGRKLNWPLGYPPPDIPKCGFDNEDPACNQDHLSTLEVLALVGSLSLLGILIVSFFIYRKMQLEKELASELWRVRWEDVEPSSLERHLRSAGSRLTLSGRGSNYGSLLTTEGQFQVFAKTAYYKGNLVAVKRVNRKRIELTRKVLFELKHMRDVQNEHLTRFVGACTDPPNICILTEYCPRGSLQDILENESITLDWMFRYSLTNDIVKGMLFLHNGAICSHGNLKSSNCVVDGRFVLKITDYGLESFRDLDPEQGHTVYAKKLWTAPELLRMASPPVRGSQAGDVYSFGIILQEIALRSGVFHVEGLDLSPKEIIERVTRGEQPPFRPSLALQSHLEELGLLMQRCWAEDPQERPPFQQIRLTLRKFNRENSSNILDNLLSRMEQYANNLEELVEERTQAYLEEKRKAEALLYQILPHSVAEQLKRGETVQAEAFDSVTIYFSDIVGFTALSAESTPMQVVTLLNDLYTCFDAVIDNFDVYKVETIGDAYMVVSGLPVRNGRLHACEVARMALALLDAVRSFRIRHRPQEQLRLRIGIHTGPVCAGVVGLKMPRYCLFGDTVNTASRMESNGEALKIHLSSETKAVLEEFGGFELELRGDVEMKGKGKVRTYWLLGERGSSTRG
DAX1 inh-2 – blocks DAX1 repression of SF-1 activated StAR promoter; inhibition, % at 6.8 µM; HEK293T StAR-luciferase reporter, SF-1/DAX-1 repression relief; hit rate 1.1% among 370,000; AID 652010;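 active = inhibition above the mean over all tested compounds plus 3 SD, cut at about 3.6% in these data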;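 note: 0% = DAX-1 cells with DMSO and 100% = cells lacking DAX-1 with DMSO; higher inhibition means more luminescence from relief of DAX-1 repression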
ADAM17 inh – inhibits human ADAM17; P78536; recombinant ADAM17, EDANS/DABCYL FRET peptide cleavage; AID 720648; inhibition, % at 6.95 µM; hit rate 0.83% among 370,000;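 active = inhibition above the mean of compounds lying between control limits plus 3 SD, set per campaign, cut at about 8.5% in these data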;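 note: 0% = DMSO-only wells as the low control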
SMARCA2 activ – activators of SMARCA2 function. MG213 cells, MMTV-luciferase reporter, dexamethasone, overnight. activation, % at 9.1 µM. hit rate 1% among 370,000; in the data active = activation above about 7.8%;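 note: 0% = vehicle wells and 100% = reference activator wells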
Starred values were filed as active, the others as inactive; i = inactive; nt = not tested or not shown.

#1 CS(=O)(=O)N1CCCC(C(=O)NCc2ccc(F)cc2)C1 (stereo not given)
#2 O=C(CCn1nc(-c2ccc(Cl)cc2)c2ccccc2c1=O)Nc1cccnc1
#3 CCOc1ccccc1NC(=O)CSc1nc2nc(-c3cccs3)cc(C(F)(F)F)c2c(=O)[nH]1
#4 O=C(CSc1ccc(-c2cccs2)nn1)NCCc1ccccc1
#5 CC(=O)N(C)c1nc(N)n(-c2ccccc2)n1
#6 O=C(NCC1CCCO1)Nc1ccccc1 (stereo not given)
#7 CCOC(=O)/C(=C\c1cccc(O)c1)c1nc2sc(C)c(C)c2c(=O)[nH]1
#8 NS(=O)(=O)c1cccc(NC(=O)Nc2ccccc2)c1
#9 COc1cccc(CNC(=O)[C@@H]2CCCN2C(=O)[C@H]2CCCCN2C(=O)c2ccccc2)c1
#10 Cc1c(Br)c([N+](=O)[O-])nn1CC(=O)NCCc1ccc(Cl)cc1
assay / compound,1,2,3,4,5,6,7,8,9,10
ssDAF-12 act,-1.3,-1.4,-0.2,-1.7,-1.4,-1.6,-1.1,-0.6,-0.9,-1.2
ADAM10 inh,-1,1,-469,-6,-7,-5,-3,7,-1,5
DAX1 inh-1,0.9,-0.8,1.7,0.3,-1.1,0.9,-0.3,1.8,nt,2.5
PG9 binder,2.2,0.5,1.1,0.0,0.8,2.2,2.7,-0.8,1.3,-0.8
hcDAF12 agonist,1.1,-2.3,-2.1,-0.8,-0.5,-1.1,0.3,1.9,-2.1,-1.1
FXN GAA850 act,-1.6,0.0,1.0,-0.7,-1.8,3.0,-3.2,-0.6,nt,-0.2
hgDAF12 agonist,-0.1,-5.6,0.0,0.2,-1.8,2.2,-3.8,0.0,-1.4,-1.7
GC-A act,-2,-3,3,-4,3,2,-20,3,2,-1
DAX1 inh-2,1.4,-0.5,0.1,-0.5,-0.4,-0.1,-1.3,0.6,-0.8,-0.7
ADAM17 inh,-5,-1,-190,-1,-3,-4,-3,1,-2,-2
SMARCA2 activ,0,-2,-5,3,2,-1,-4,-4,6,-1

#11 CCC1Nc2ccccc2-c2nnc(SC)nc2O1 (stereo not given)
#12 CC1(Oc2ccccc2)CCN(Cc2ccc(-c3ccccn3)cc2)C1 (stereo not given)
#13 CC(=O)n1cc([C@H]2C=C(C(=O)NCc3ccccc3)O[C@@H](OCCCCO)C2)c2ccccc21
#14 COCCNC(=O)C1CCN(S(=O)(=O)c2ccc3c(c2)OCCO3)CC1
#15 CC(/C=N/NC(=O)c1ccc2nc(C)[nH]c2c1)=C\c1ccccc1
#16 O=C(Cc1cccc(C(F)(F)F)c1)Nc1cc(S(=O)(=O)N2CCOCC2)ccc1N1CCCC1
#17 CCOC(=O)C(=NC(C)C)NNc1cc(Cl)ccc1Cl
#18 CC(C)(C)c1ccc(C(=O)NNc2ccc(F)cc2F)cc1
#19 CC(C)n1c(/N=C/c2ccccc2O)nc2ccccc21
#20 COc1ccc(NC(=O)CSCC(=O)Nc2ccccc2C(=O)N2CCCCC2)cc1
assay / compound,11,12,13,14,15,16,17,18,19,20
ssDAF-12 act,-0.8,-1.3,-1.0,-1.0,-0.1,-1.8,-0.7,-1.3,-1.2,-0.1
ADAM10 inh,-11,2,-8,-1,2,2,-7,9,-2,-26
DAX1 inh-1,0.7,nt,-0.3,2.2,0.8,-0.1,-0.7,-1.4,0.0,0.3
PG9 binder,-0.2,-4.0,-2.2,-0.7,-3.4,0.3,-2.4,-1.9,-0.7,0.7
hcDAF12 agonist,2.5,1.2,0.5,0.2,0.6,0.4,1.1,0.7,1.7,-0.8
FXN GAA850 act,1.7,2.5,-2.6,2.7,1.8,1.6,4.0,0.1,0.9,-0.2
hgDAF12 agonist,-3.4,1.0,1.0,0.2,-0.7,-2.9,0.1,0.0,3.8,-2.1
GC-A act,4,-3,1,3,1,3,-12,5,0,3
DAX1 inh-2,0.5,1.1,-0.5,-1.1,-0.5,-1.9,0.1,0.8,-0.2,1.1
ADAM17 inh,-4,-1,-4,-1,-2,-2,3,7,-2,-7
SMARCA2 activ,-3,-1,2,-2,0,0,-1,-1,-2,-3

#21 COc1ccc(C(=O)CSc2nnc(NC(=O)C3CC(=O)N(c4ccccc4C)C3)s2)cc1 (stereo not given)
#22 O=C(COC(=O)Cc1ccc(Cl)cc1)NCc1cccs1
#23 COc1ccccc1N1CCN(C(=O)CCc2ccc(S(=O)(=O)NCC(C)C)cc2)CC1
#24 Cc1nc2ccc(S(=O)(=O)NC(C(=O)Nc3nccs3)C(C)C)cc2s1 (stereo not given)
#25 COc1ccccc1C#Cc1cnc2c(c1)C(=O)N([C@H](C)CO)C[C@@H](C)[C@@H](CN(C)C(=O)c1ccc3c(c1)OCO3)O2
#26 COc1cc(NC(=O)c2cc(-c3ccco3)on2)c(OC)cc1Cl
#27 O=C(c1ccc(-n2cccc2)cc1)N1CCOCC1
#28 CC(C(=O)Nc1ccc(N(C)C)cc1)N1C(=O)c2ccccc2S1(=O)=O (stereo not given)
#29 Cc1cccc(N2C(=O)C3CCCN3C2=S)c1C (stereo not given)
#30 C[C@@H](NC(=O)c1nc[nH]c1C(=O)N1CCc2ccccc2C1)c1ccccc1
assay / compound,21,22,23,24,25,26,27,28,29,30
ssDAF-12 act,-1.6,-1.1,-1.0,-0.8,-1.3,-0.4,-1.4,-1.1,-0.9,-1.6
ADAM10 inh,-8,-16,3,-3,-30,-3,-5,-7,-11,7
DAX1 inh-1,-0.5,-0.9,-2.9,0.3,-0.4,2.3,-0.4,0.3,1.4,1.5
PG9 binder,0.5,0.8,1.1,0.7,-1.8,-0.4,1.7,-4.4,1.2,0.4
hcDAF12 agonist,0.5,-0.3,-1.7,-1.9,-0.8,6.6*,-1.7,0.7,0.7,-3.5
FXN GAA850 act,-0.2,-0.5,-2.0,-2.2,0.2,-0.5,0.0,1.8,2.2,0.0
hgDAF12 agonist,-0.8,1.0,-1.8,-0.3,-2.4,4.0,-2.0,-0.4,0.7,-2.6
GC-A act,-9,1,3,-1,5,-4,1,-3,-2,-2
DAX1 inh-2,-0.6,0.2,-1.5,-1.1,-0.4,0.7,0.5,-1.1,0.1,0.0
ADAM17 inh,2,-4,0,-3,-9,-3,-2,-3,-1,9.0*
SMARCA2 activ,-2,-1,-8,-2,-1,-2,-2,-2,-3,-3

3 entries from above, ordered by their value in hcDAF12 agonist, largest number first.
No.	mol	ssDAF-12 act	ADAM10 inh	DAX1 inh-1	PG9 binder	hcDAF12 agonist	GC-A act	DAX1 inh-2	ADAM17 inh	SMARCA2 activ
22	O=C(COC(=O)Cc1ccc(Cl)cc1)NCc1cccs1	-1.1	-16	-0.9	0.8	-0.3	1	0.2	-4	-1
27	O=C(c1ccc(-n2cccc2)cc1)N1CCOCC1	-1.4	-5	-0.4	1.7	-1.7	1	0.5	-2	-2
30	C[C@@H](NC(=O)c1nc[nH]c1C(=O)N1CCc2ccccc2C1)c1ccccc1	-1.6	7	1.5	0.4	-3.5	-2	0.0	9.0*	-3

Later entries.
#31 O=C(N[C@H]1CCCCNC1=O)c1cc(COc2ccc(F)cc2F)on1
#32 CCc1ccc(CCNC(=O)OCCCN2CCC3(CCC(C)CC3)C2=O)cc1 (stereo not given)
#33 C=C1c2ccccc2NC(=S)N1Cc1ccc2c(c1)OCO2
#34 OC1CCN(C(=S)Nc2ccc(Nc3ccccc3)cc2)CC1
#35 Cc1cc(C)c2c(=O)[nH]cnc2n1
#36 COc1cc(CNc2ncnc3c2ncn3[C@H]2CN(CCN3CCOCC3)C[C@@H](CO)O2)cc(OC)c1OC
#37 COc1ccc(C2Nc3ccccc3C(=O)N2NS(=O)(=O)c2ccc(C)cc2)cc1 (stereo not given)
#38 CN1CCN(c2nc3c(c(=O)[nH]c(=O)n3C)n2CC(N)=O)CC1
#39 CN(Cc1c(C(=O)N2CCc3ccccc3C2)nc2ccc(Cl)cn12)C(C1CC1)C1CC1
#40 Cc1cc(C)c2c(n1)SCC(=O)N2CC(=O)Nc1c(C)cccc1C
assay / compound,31,32,33,34,35,36,37,38,39,40
ssDAF-12 act,-0.6,-1.9,0.2,-0.9,-1.4,-1.1,-1.1,-1.6,-1.3,-1.1
ADAM10 inh,3,4,-6,-6,-4,-10,-218,8,0,-9
DAX1 inh-1,0.5,nt,0.4,0.9,0.3,nt,0.2,0.3,1.6,1.2
PG9 binder,-0.3,nt,-2.1,-4.0,0.2,0.2,-2.2,1.2,-2.1,-0.4
hcDAF12 agonist,2.3,-4.1,3.1,1.1,0.0,-1.4,-1.3,1.1,1.0,-1.2
FXN GAA850 act,-0.1,nt,0.1,1.6,1.8,1.3,1.5,-0.3,2.8,1.1
hgDAF12 agonist,3.0,-0.1,8.2,3.7,1.4,-1.0,3.9,1.4,-1.5,-0.8
GC-A act,66*,-4,5,0,4,6,-6,2,3,4
DAX1 inh-2,-0.2,-2.2,0.2,0.2,0.1,0.5,-0.3,0.8,0.0,0.1
ADAM17 inh,0,0,0,-3,1,-2,-74,6,-1,-1
SMARCA2 activ,1,-5,5,2,1,-2,-1,-5,7,0

#41 CC1CCN(C(=O)c2cc3c(=O)n4ccccc4nc3s2)CC1
#42 CCC1(CC)Cc2ccccc2-c2nc(NN)[nH]c(=O)c21
#43 CCOC(=O)C1CCN(C(=O)C2CCN(S(=O)(=O)c3cc(Cl)ccc3OCC)CC2)CC1
#44 Cc1nc(-c2ccccc2)sc1C(=O)NN
#45 CCCC(=O)NC(C)c1nc2ccccc2[nH]1 (stereo not given)
#46 COc1cc(/C=N/NC(=O)c2cccnc2)ccc1OCC(=O)N1CCOCC1
#47 CC(=O)COc1ccc2c(-c3cccc([N+](=O)[O-])c3)cc(=O)oc2c1
#48 Cc1cc(OCC(=O)NCCCN2CCCC2=O)c2c(C)cc(=O)oc2c1
assay / compound,41,42,43,44,45,46,47,48
ssDAF-12 act,-0.1,-1.3,-0.8,-1.1,-0.8,-1.4,-1.5,-1.2
ADAM10 inh,i,-251,11,-6,2,-3,-3,-356
DAX1 inh-1,0.0,-0.4,-1.2,2.5,0.1,-0.3,-0.4,0.6
PG9 binder,-0.8,0.1,-1.5,-0.5,0.0,-1.0,-3.8,-0.2
hcDAF12 agonist,2.9,-1.6,-2.1,-1.4,-1.1,0.4,-1.6,-0.9
FXN GAA850 act,7.2,0.1,0.3,-1.6,0.1,3.6,-1.8,2.4
hgDAF12 agonist,1.4,-1.2,-3.6,0.0,-4.4,0.5,3.0,-1.6
GC-A act,5,-16,-1,1,4,0,1,-1
DAX1 inh-2,1.2,-0.6,-1.3,-0.1,0.0,-0.2,-1.9,-1.1
ADAM17 inh,i,-76,-1,-5,1,1,-2,-111
SMARCA2 activ,7,-2,1,3,0,0,2,1

Molecules listed so far containing a nitro group on carbon (2):
#10 Cc1c(Br)c([N+](=O)[O-])nn1CC(=O)NCCc1ccc(Cl)cc1
#47 CC(=O)COc1ccc2c(-c3cccc([N+](=O)[O-])c3)cc(=O)oc2c1
assay / compound,10,47
ssDAF-12 act,-1.2,-1.5
ADAM10 inh,5,-3
DAX1 inh-1,2.5,-0.4
PG9 binder,-0.8,-3.8
hcDAF12 agonist,-1.1,-1.6
FXN GAA850 act,-0.2,-1.8
hgDAF12 agonist,-1.7,3.0
GC-A act,-1,1
DAX1 inh-2,-0.7,-1.9
ADAM17 inh,-2,-2
SMARCA2 activ,-1,2
